PREPL inh = PREPL enzyme inhibitors, primary screen, biochemical, fluorescence polarization; AID 2751, 2010; hit rate 0.68% among 320,000; recombinant PREPL, fluorescence polarization activity-based probe; inhibition, % at 5.96 µM; Prolyl endopeptidase-like (Homo sapiens), Q4J6C6; in the data active = inhibition above about 43%;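 also: 0% = enzyme with DMSO and 100% = wells lacking enzyme; many of its hits are not listed in these tables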
TPT1 inh = Candida albicans TPT1 enzyme inhibitors, primary screen, biochemical, fluorescence polarization; tRNA 2'-phosphotransferase TPT1 (Candida albicans SC5314); recombinant caTPT1, FP RNA substrate dephosphorylation; inhibition, % at 5 µM; hit rate 0.81% among 300,000; AID 1962, 2009;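 active = inhibition above the mean of all tested compounds plus 3 SD, set per screening campaign, cut at about 24% in these data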;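 also: plate controls were DMSO alone for no effect and ferristatin control at 100 nM for full effect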
GASC-1 inh = inhibitors of GASC-1 histone demethylase, primary screen, biochemical, fluorescence, DELFIA europium; Lysine-specific demethylase 4C (Homo sapiens), Q9H3R0; inhibition, % at 2.35 µM; GST-JMJD2C(1-420) H3K9me3 demethylation; hit rate 0.069% among 330,000;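 active = more than half of a compound's replicate wells show inhibition beyond 50%, single wells judged on their own value; inconclusive = some, but no more than half, of replicates pass 50% inhibition; inactive = no replicate passes 50% inhibition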;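 also: signal counts dimethyl H3K9 product captured on neutravidin plate; 0% = median of DMSO wells and 100% = 0.3 times that DMSO median; strong numbers were not always called active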
Efflux pump inh = inhibitors of Candida efflux pumps in yeast, primary screen, S. cerevisiae, Nile Red, multiplex | hit rate 0.44% among 330,000 | inhibition, % at 10 µM | S. cerevisiae Candida pump triplex;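 active = plate passing quality check with inhibition over a set limit, or well fluorescence over plate mean plus 4 SD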;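 also: Nile Red retained in pooled yeast measured as flow cytometry median fluorescence; 0% = buffer negative control and 100% = Enniatin B positive control; higher means more Nile Red kept so more efflux inhibition; some compounds called inactive have numbers as strong as hits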
Fh CTSL1 inh = Fasciola hepatica cathepsin L1 inhibitors, primary screen, counter-screen for PFM18AAP inhibitor project, biochemical, QFRET, fluorogenic peptide substrate. recombinant F. hepatica cathepsin L1, Z-Leu-Arg-MCA fluorescence. inhibition, % at 5.96 µM. hit rate 0.49% among 300,000;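 active = inhibition above the mean of all tested compounds plus 3 SD, set per screening campaign, cut at about 17% in these data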;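 also: 0% = plate median of test compound wells and 100% = 1 µM Z-Phe-Ala-diazomethylketone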
PP5 primary = PP5 phosphatase inhibitors, primary screen, biochemical, fluorescence. Serine/threonine-protein phosphatase 5 (Homo sapiens), P53041. purified PP5c, OMFP substrate fluorescence. inhibition, % at 6.7 µM. hit rate 0.18% among 320,000. AID 1987, 2009;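 active = inhibition above the campaign's mean inhibition across all tested compounds plus 3 SD, cut at about 9.5% in these data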;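 also: 0% = DMSO only and 100% = 100 µM cantharidin control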
Target sequence (P53041 whole entry, looked up): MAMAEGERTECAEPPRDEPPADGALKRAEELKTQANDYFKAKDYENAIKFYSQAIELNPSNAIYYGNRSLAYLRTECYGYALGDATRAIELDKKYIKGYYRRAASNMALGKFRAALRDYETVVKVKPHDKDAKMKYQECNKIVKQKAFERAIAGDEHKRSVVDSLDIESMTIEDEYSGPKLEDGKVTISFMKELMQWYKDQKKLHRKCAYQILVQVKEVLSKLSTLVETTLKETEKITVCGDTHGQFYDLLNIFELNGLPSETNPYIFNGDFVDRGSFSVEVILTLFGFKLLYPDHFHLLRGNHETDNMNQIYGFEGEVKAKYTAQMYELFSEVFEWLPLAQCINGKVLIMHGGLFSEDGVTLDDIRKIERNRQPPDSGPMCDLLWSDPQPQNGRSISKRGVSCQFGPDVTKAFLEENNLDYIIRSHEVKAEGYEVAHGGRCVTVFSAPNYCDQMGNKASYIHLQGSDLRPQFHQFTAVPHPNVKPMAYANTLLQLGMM
HCV core dimer = inhibitors of HCV core protein dimerization, primary screen, biochemical, TR-FRET, high-throughput | TR-FRET GST/Flag-core106 dimerization, 1536-well | inhibition, % at 5 µM | hit rate 0.33% among 300,000 | AID 1899, 2009;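 active = inhibition above the mean of all tested compounds plus 3 SD, set per screening campaign, cut at about 45% in these data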
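Assay system – GST-tagged and Flag-tagged HCV core protein residues 1-106 · Quantity – core106 proteins, GST 13.5 nM and Flag 17 nM · Benchmarks – unlabelled core106 and no-GST-core106 wells · Read-out basis – percent inhibition of core106 dimerization signal · Detection – time-resolved FRET, ex 340 nm, em 617 and 671 nm · Schedule – 4 h at 22.5 °C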
LYPLA2 counter = LYPLA2 inhibitors, primary screen, counter-screen for PME1 inhibitor project, biochemical, fluorescence polarization, FP-Rh probe ABPP; Acyl-protein thioesterase 2 (Homo sapiens), O95372; recombinant LYPLA2; inhibition, % at 5.9 µM; hit rate 0.38% among 320,000;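 active = inhibition above the screen-wide mean plus 3 SD, limit set per campaign, cut at about 26% in these data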;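 also: 0% = LYPLA2 with DMSO and 100% = wells lacking LYPLA2 enzyme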
Target sequence (O95372 whole entry, looked up): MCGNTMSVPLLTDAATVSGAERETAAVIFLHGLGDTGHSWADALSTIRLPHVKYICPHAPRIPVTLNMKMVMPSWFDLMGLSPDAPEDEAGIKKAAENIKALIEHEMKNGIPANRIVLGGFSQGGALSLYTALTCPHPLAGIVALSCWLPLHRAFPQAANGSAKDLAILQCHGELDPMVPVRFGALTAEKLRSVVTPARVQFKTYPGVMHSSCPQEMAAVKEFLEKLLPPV
PP1 inh = PP1-alpha phosphatase inhibitors, primary screen, counter-screen for PP5 inhibitor project, biochemical, fluorescence, OMFP substrate, single point; inhibition, % at 6.7 µM; purified PP1alpha; Serine/threonine-protein phosphatase PP1-alpha catalytic subunit (Homo sapiens), P62136; hit rate 0.9% among 320,000;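 active = inhibition above the mean inhibition of all tested compounds plus 3 SD, computed separately for each screening campaign, cut at about 15% in these data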
Target sequence (P62136 whole entry, looked up): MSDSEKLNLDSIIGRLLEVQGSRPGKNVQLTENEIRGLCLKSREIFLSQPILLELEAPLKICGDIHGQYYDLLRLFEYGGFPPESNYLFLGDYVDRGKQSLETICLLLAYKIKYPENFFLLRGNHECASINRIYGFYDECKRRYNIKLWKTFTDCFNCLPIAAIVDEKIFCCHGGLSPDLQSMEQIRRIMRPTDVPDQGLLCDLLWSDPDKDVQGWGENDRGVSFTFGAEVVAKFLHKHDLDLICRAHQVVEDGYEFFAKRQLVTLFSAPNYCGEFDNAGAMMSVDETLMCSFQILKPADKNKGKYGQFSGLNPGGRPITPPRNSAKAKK
* = called active by the depositor; ? = inconclusive; · = no result given. This is a subset (hit frequency here may not be typical).

SMILES	PREPL inh	TPT1 inh	GASC-1 inh	Efflux pump inh	Fh CTSL1 inh	PP5 primary	HCV core dimer	LYPLA2 counter	PP1 inh
N#Cc1ccc(CSc2nnc(Cc3cccs3)n2Cc2ccco2)cc1	-2	9	8	0.0	-2	3.3	45	-21	3
COC(=O)c1cc(C(=O)c2ccc(Cl)cc2)n2c(=O)/c(=C\N(C)C)sc12	22	2	-12	0.1	6	-0.7	3	6	4
C=CCn1c(=O)c2ccccc2n2c(SCc3nc4ccccc4s3)nnc12	7	11	-10	-0.1	1	0.0	14	-1	-5
O=C(NCc1ccc2c(c1)OCO2)C1CCN(c2nccc(C(F)(F)F)n2)CC1	-3	0	-19	0.0	-3	1.1	5	-1	-3
COc1ccc2sc3ccccc3c(=O)c2c1	-3	-11	-10	0.0	1	-1.7	4	-5	1
CCN(CC)S(=O)(=O)c1ccc(C)c(NC(=O)Cn2c(=O)cnc3ccccc32)c1	1	4	-1	0.1	4	1.8	7	-11	2
CCCCc1cc(=O)oc2c(C)c(OCC(=O)NCc3ccccn3)ccc12	3	2	-5	-0.2	7	-0.8	-19	4	-1
COc1ccc(/C=C2\CCc3ccccc3C2=O)c(OC)c1OC	32	1	-8	0.1	8	-1.7	6	0	-1
CCN(CC)S(=O)(=O)c1ccc(Cl)c(NC(=O)c2ccccc2C)c1	15	-2	4	0.3	0	4.3	4	-1	-5
Cc1ccc(S(=O)(=O)NC(=O)c2ccccc2)cc1C(C)C	-4	-7	7	0.1	1	-1.0	2	1	3
CCc1ccc(CN(C(=O)c2oc3ccccc3c2C)C2CCS(=O)(=O)C2)cc1 (configuration not stated)	-34	-2	-14	0.0	5	3.3	13	-2	0
Fc1ccc(-n2c(=S)[nH]c3cccnc32)cc1	6	2	-5	0.1	-1	0.3	-8	3	-4
COc1ccccc1NC(=O)CSc1nc2sc(C)c(C)c2c(=O)n1C	-8	0	7	-0.1	3	2.9	-7	-2	2
CCN1CC(CN(C)Cc2cn(-c3ccc(C)cc3)nc2-c2ccc(F)cc2)CC1=O (configuration not stated)	13	2	5	0.0	1	0.1	3	-2	1
CN1c2ccc(Cl)cc2C(=O)NC1C1CC=CCC1 (configuration not stated)	-9	-3	2	0.0	-1	0.3	-5	-2	-3
O=S(=O)(NCCCN1CCOCC1)c1ccc(Cl)cc1	-2	0	-5	0.1	1	-1.7	-15	-13	0
O=c1cc(CSc2ccc(Cl)cc2)nc2nc[nH]n12	-3	2	-2	0.0	-2	-2.4	-5	-2	1
Cc1ncc(CO)c2c1Oc1nc(-c3ccccc3)nc(SCC(=O)N3CCOCC3)c1C2	-12	-4	-9	0.6	-1	0.4	10	0	-2
CC(=O)N1CCN(C(=O)CC2OC(=O)c3ccccc32)CC1 (configuration not stated)	12	-10	5	-0.3	-14	2.8	-2	1	2
CCN(c1ccc(OC)cc1)S(=O)(=O)c1ccc(-c2cc(C)no2)s1	-10	0	-7	0.1	-7	-0.6	3	-3	-3
CCOc1ccc2oc(C(=O)NNC(=O)c3ccccc3O)c(C)c2c1	3	1	-6	-0.1	0	1.7	1	-5	2
COc1ccc(CC(=O)Oc2ccccc2C)cc1S(=O)(=O)N1CCOCC1	11	-1	-5	-0.1	8	0.1	1	2	-2
Cc1ccc(C2(CCNS(=O)(=O)c3ccc(C)cc3)CCOC(C(C)C)C2)cc1 (configuration not stated)	-13	3	11	-0.1	0	5.5	9	-10	9
O=C(NCC(=O)N(c1cccnc1)C(C(=O)NC1CCCCC1)c1cccnc1)c1ccco1 (configuration not stated)	1	-3	26	-0.1	-4	0.6	-7	8	-2
O=C(NCC1CCCO1)c1cccc(NC(=O)c2ccco2)c1 (configuration not stated)	6	-1	8	0.1	-1	3.5	-3	2	-1

Next section:
SMILES	PREPL inh	TPT1 inh	GASC-1 inh	Efflux pump inh	Fh CTSL1 inh	PP5 primary	HCV core dimer	LYPLA2 counter	PP1 inh
COc1ccc(NC(=O)N2CCN(c3ccc([N+](=O)[O-])cc3)CC2)cc1	30	-6	-2	-0.2	0	1.5	-5	6	0
COc1ccccc1NS(=O)(=O)c1ccc(/C=C/C(=O)N2CCN(C(C)=O)CC2)cc1	1	·	4	0.1	·	-2.0	·	5	-3
Cc1ccc(NC(=O)CN2CCCCCC2)cc1[N+](=O)[O-]	-3	1	5	0.0	-1	0.5	11	0	0
CCn1nc(C)c(/C=N/NC(=O)CSc2ccccn2)c1C	2	0	10	0.0	-4	-1.0	3	3	-5
O=C(Cc1ccc(-n2cccc2)cc1)N1CCN(c2ccccc2F)CC1	-54	-4	-3	-0.1	-2	3.5	17	4	3
COc1ccccc1-n1cnnc1SCC(=O)Nc1nc(C)c(Cl)cc1Cl	-1	-1	-1	0.3	1	5.6	-1	4	0
CC(Sc1nc2ccccc2c(=O)n1Cc1ccco1)C(=O)c1ccccc1 (configuration not stated)	2	1	4	0.0	0	-1.0	6	0	1
Cc1ccc(S(=O)(=O)Nc2cc(=O)[nH]c(SCC(=O)Nc3cccc(C)c3)n2)cc1	-13	3	-5	0.0	0	5.4	-12	-34	0
CCCc1ccc(OC(=O)c2cccs2)cc1	3	0	1	0.3	4	0.2	4	3	-1
CCCn1c(N)c(C(=O)CSc2nnc(-c3cccnc3)n2-c2ccc(C)cc2C)c(=O)[nH]c1=O	-30	0	0	-0.1	-1	-1.4	7	-4	0
O=C(Cc1ccccc1)NC(=S)Nc1ccc2oc(-c3ccccc3)nc2c1	-5	3	-4	-0.1	-2	-0.6	0	-9	-2
Cc1ccc(-c2nnc(SCC(=O)Nc3ccc(S(=O)(=O)N4CCCCCC4)cc3)o2)cc1	10	-1	14	0.1	-2	0.6	5	0	-3
Cc1ccccc1NC(=O)CC1c2ccccc2CC(C)(C)N1C (configuration not stated)	3	4	5	0.0	-2	-3.4	2	2	-3
CC(C)CNC1=C(C(=S)Nc2ccccc2)C(=O)CC(C)(C)C1	9	-1	-3	-0.1	-3	1.0	1	6	2
CSCCCNC(=S)N1CCN(c2ccc(C(C)=O)cc2)CC1	0	-5	1	-0.1	4	-1.4	3	12	-1
CSCCC(NC(=O)c1ccccc1Cl)C(=O)NCCOc1ccccc1 (configuration not stated)	15	2	3	-0.1	13	-3.2	-8	5	-4
CCOC(=O)Cn1cc(C=O)c2ccccc21	0	3	1	-0.1	-2	7.0	-1	3	-1
COc1ccc2cc(-c3ccccc3)c(=O)oc2c1	-11	-1	12	0.0	2	2.6	-1	3	-3
Cc1c(C(=O)O)oc2c1ccc1ccccc12	-2	-3	10	0.0	-4	2.1	2	3	1
COc1ccc2c(c1)c(=O)c(C(=O)c1ccccc1)cn2Cc1ccccc1	33	3	8	0.2	9	0.7	-1	5	0
COc1ccc(C(=O)O)cc1S(=O)(=O)N(C)CCc1cccnc1	1	2	-7	0.1	-3	0.0	-1	3	-3
Cc1c(OCC(=O)NCc2ccccn2)ccc2c3c(c(=O)oc12)CCCC3	9	4	?	-0.1	1	-1.2	5	2	-3
COc1cc(N2CCCC2)c(OC)cc1/C=C(/C#N)c1ccc(Br)cc1	13	104*	-4	0.1	2	-0.2	-12	6	-2
Cc1ccc(/C=c2\sc3n(c2=O)CN(c2cccc(Br)c2)CN=3)o1	2	-1	-3	-0.1	2	0.5	0	-6	0
O=c1[nH]c(/C=C\c2cccc(O)c2)nc(O)c1[N+](=O)[O-]	-2	-1	-2	0.1	1	1.3	22	3	0

(cont.)
SMILES	PREPL inh	TPT1 inh	GASC-1 inh	Efflux pump inh	Fh CTSL1 inh	PP5 primary	HCV core dimer	LYPLA2 counter	PP1 inh
COc1ccc([N+](=O)[O-])c(S(=O)(=O)c2ccc(Cl)cc2)n1	10	-1	18	0.2	0	0.9	3	-5	4
Cc1ccc2nc(-c3ccc(NS(C)(=O)=O)cc3)cc(-c3ccccc3)c2c1	-5	-1	0	0.1	1	4.5	-1	-35	-1
Oc1ccc(/C=N/n2c(-c3ccco3)csc2=Nc2cccnc2)c(O)c1	33	0	10	-0.5	2	0.7	2	6	-1
Cc1cc(C)c(S(=O)(=O)N2CCN(C(=O)CCOc3ccccc3C)CC2)c(C)c1	3	·	7	0.0	·	0.5	·	4	-3
O=C(Oc1ccccc1C(=O)N1CCOCC1)c1ccc(F)cc1	1	-1	·	-0.1	5	2.0	-3	-2	-6
N#Cc1ccc(NC(=O)COC(=O)c2ccc(F)c(S(=O)(=O)N3CCOCC3)c2)cc1	18	·	-1	0.0	·	1.9	·	15	-4
O=C(NC12CC3CC(CC(C3)C1)C2)c1cc([N+](=O)[O-])ccc1Cl	-6	3	-3	0.2	0	4.7	-7	0	-5
Cc1n[nH]c(C)c1S(=O)(=O)N1CCCC(C(=O)Nc2ccc(Br)cc2)C1 (configuration not stated)	-18	2	-8	0.0	-3	3.6	-4	4	-3
CC(=O)c1sc(NC(=O)COc2ccc([N+](=O)[O-])cc2)nc1C	12	-6	-10	-0.2	-4	-2.0	13	0	-5
CCOC(=O)N1CCN(C(=O)c2ccc(CNS(=O)(=O)c3ccc(C)cc3)cc2)CC1	16	-9	-93	-0.1	2	2.4	2	10	2
CN(C)c1nc2ccc(OCCN3CCCCC3)cc2s1	14	0	-3	0.4	4	-0.6	-6	1	-3
CCOC(=O)N1CCN(S(=O)(=O)c2cc(Br)cnc2N)CC1	5	-2	0	0.0	-2	0.7	-4	3	0
CC1Cn2c(nnc2C23CC4CC(CC(C4)C2)C3)S1 (configuration not stated)	2	0	2	0.0	2	-0.9	4	-6	-4
COc1cccc(NS(=O)(=O)c2ccc3c(c2)NC(=O)CC(=O)N3)c1	4	-2	4	0.0	2	-0.5	-9	2	-3
C=CCc1c(C)nc(C)nc1N/N=C/c1ccc(N(C)C)cc1	-9	3	-5	-0.1	1	3.4	-21	5	-1
CCOc1ccc(S(=O)(=O)Nc2ccc(S(=O)(=O)N3CCCC3)cc2)cc1	-5	-1	-7	-0.1	-1	-0.9	4	1	1
COC(=O)Cc1ccc(NC(=S)NCc2ccccc2OC)cc1	-2	3	-14	0.1	-4	2.7	0	-9	-1
COc1ccc2c(c1)CCCN2C(N)=Nc1ccc(Cl)cc1	17	-2	-30	-0.1	-5	1.9	1	-1	-2
CCOC(=O)C1CCCc2c1[nH]c1c(C(=O)O)cccc21 (configuration not stated)	8	0	5	-0.1	-1	2.3	1	5	-3
Clc1ccc(-c2nnc(SCc3nc(-c4ccccc4)no3)o2)cc1	-21	-2	3	0.4	1	1.6	-49	-2	1
O=C(Cc1ccccc1)N1CCN(C(=O)c2ccco2)CC1	5	1	10	0.0	-5	0.6	-6	4	-3
COc1ccc(N=C2SC(C(N)=O)CC(=O)N2Cc2ccc3c(c2)OCO3)cc1 (configuration not stated)	5	-3	-3	0.0	10	-0.7	7	4	3
COc1ccc2cc3cc(C(=O)NCc4ccc5c(c4)OCO5)oc3nc2c1	-4	-7	-10	0.0	1	1.7	0	-6	11
